Fibroblast inh: blocks proliferation of human lung fibroblasts; viability, % at 10 µM; 85,000 tested, 1.1% active; LL 47 human lung fibroblast viability, ATP luminescence; stronger effect = lower value;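 active = viability at or below 50% in the single dose screen; inactive = viability above 50%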;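 note: compound exposure lasted 72 h before the ATP readout; 100% = median luminescence of untreated cell-only wells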
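Test system: LL 47 human lung fibroblasts; Quantity: 1,150 cells/well; Buffer or medium: IMEM plus 15% FBS; Dosing: tenfold compound dosing solution, DMSO at 0.1%; Timing: overnight cell rest, 72 h compound treatment at 37 °C; Detection: ATP-based CellTiter-Glo luminescent readout; Read-out basis: viability percentage against median untreated-cell control; Controls: cell-only wells, no compound.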
CYP2C19 inhib: inhibitors of human CYP2C19. P33261. inhibition, % at 5 µM. CYP2C19 Supersomes, luciferin-H EGE luminescence, 30 min. 96,000 tested, 21% active;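 active = CYP2C19 inhibition above a set limit at 5 µM in the primary screen, cut at about 50% in these data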;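 note: plate controls were negative control wells for no effect and 2.5 mM tranylcypromine positive control for full effect; values of inactives mirror those of a sister screen read the other way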
Target sequence (P33261 whole entry, looked up): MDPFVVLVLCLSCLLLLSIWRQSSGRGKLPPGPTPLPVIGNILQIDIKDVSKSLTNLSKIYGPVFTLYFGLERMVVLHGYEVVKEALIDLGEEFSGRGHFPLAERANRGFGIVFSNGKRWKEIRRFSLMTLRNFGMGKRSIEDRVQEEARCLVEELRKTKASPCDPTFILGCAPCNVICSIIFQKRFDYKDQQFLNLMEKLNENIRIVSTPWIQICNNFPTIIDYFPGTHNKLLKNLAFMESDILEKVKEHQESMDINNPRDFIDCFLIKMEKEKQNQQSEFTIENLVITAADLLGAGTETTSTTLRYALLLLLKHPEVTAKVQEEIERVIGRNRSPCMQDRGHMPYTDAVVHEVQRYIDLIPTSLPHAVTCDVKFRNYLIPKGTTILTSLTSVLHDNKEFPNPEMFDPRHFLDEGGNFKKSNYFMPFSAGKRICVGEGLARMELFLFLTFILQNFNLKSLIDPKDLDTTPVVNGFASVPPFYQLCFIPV
ERa SRC1 pot: enhances coactivator binding to human estrogen receptor alpha; 86,000 tested, 1.3% active; TR-FRET ERalpha-LBD/SRC-Cy5 coactivator binding, 2 h; 100 = basal binding, no effect; AID 639; P03372; coactivator binding (% of control), % at 25.6 µM; in the data active = activity above about 200%;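 note: binding measured in presence of low estradiol as agonist stimulus; 0% = peptide alone without receptor and 100% = receptor with peptide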
Target sequence (P03372 whole entry, looked up, the tested form may be a part): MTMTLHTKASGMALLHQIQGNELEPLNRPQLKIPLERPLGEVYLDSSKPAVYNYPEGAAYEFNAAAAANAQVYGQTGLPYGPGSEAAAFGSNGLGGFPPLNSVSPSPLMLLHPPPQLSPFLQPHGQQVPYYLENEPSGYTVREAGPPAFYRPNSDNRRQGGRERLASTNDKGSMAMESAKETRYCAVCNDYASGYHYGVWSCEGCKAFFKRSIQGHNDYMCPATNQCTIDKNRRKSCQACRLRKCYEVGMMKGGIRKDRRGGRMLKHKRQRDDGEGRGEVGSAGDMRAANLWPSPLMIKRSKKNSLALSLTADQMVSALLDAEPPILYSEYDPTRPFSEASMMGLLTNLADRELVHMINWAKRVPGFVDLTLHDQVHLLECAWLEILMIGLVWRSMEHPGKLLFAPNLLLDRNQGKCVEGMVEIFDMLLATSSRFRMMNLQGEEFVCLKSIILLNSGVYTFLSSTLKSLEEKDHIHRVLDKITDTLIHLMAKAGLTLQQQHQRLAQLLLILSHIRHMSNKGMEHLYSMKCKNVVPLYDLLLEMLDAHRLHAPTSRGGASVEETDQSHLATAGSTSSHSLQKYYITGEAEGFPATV
Mac1 fbg enh: enhancers of human CD11b/CD18 binding to fibrinogen; activation, % at 10 µM; 93,000 tested, 0.07% active; K562 CD11b/CD18 adhesion to fibrinogen, ATPlite luminescence;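 active = 10 µM primary screen giving 50% or more activity, confirmed by 40% or more on retest at that dose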; note: strong numbers were not always called active
H69AR growth 86K: blocks growth of human H69AR lung tumor cells; H69AR lung tumor viability, ATP luminescence, 72 h; stronger effect = lower value; viability, % at 10 µM; AID 598; 85,000 tested, 6% active;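 active = viability at or below 40%; inactive = viability above 40%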;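 note: multidrug resistant small cell line overexpressing MRP-1 efflux transporter; 100% = mean luminescence of untreated control wells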
ERa coact inh: blocks coactivator binding to human estrogen receptor alpha; P03372; TR-FRET ER-alpha LBD / SRC-1 peptide, estradiol-bound; inhibition, % at 25.6 µM; 86,000 tested, 1.7% active; in the data active = inhibition above about 50%;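 note: 0% = receptor plus peptide control and 100% = peptide only without receptor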
CYP2C19 act: cytochrome P450 2C19 (human) activation. recombinant CYP2C19, luciferin-H EGE luminescence; stronger effect = higher value; 0 = fully inhibited enzyme, 1 = untreated enzyme. activation factor at 5 µM. 96,000 tested, under 10 active. AID 1025;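 active = activation factor of at least 2 at 5 µM in the primary screen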;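 note: 0 = wells with 2.5 mM tranylcypromine and 1 = vehicle-only wells; values of inactives mirror those of a sister screen read the other way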
CD11b adhes inh: inhibitors of human CD11b/CD18 binding to fibrinogen. P05107+P11215. K562 CD11b/CD18 adhesion to fibrinogen, ATPlite luminescence; Mn2+ added to activate the integrin. inhibition, % at 10 µM. 93,000 tested, 0.54% active;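 active = primary inhibition of 50% or more at 10 µM, then 40% or more on retest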; note: some results filed as inactive read as strong as hits
HUVEC inhibit: inhibitors of human endothelial cell proliferation; HUVEC proliferation, CellTiter-Glo luminescence, 72 h; stronger effect = lower value; viability, % at 10 µM (by protocol); 86,000 tested, 1.1% active;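 active = viability at or below 30%; inactive = viability above 30%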;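 note: 100% = median luminescence of DMSO-only cell control wells on each plate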
* marks the source's active call; other numbers are inactive results; . = no result given; [ ] = dose if it differs, or a comment.

SMILES	H69AR growth 86K	Fibroblast inh	CYP2C19 act	Mac1 fbg enh	HUVEC inhibit	ERa SRC1 pot	CYP2C19 inhib	CD11b adhes inh	ERa coact inh
CC(C)Nc1nc(Cl)nc(NNC(=O)C(C)Oc2ccccc2)n1 (stereo not drawn)	.	.	0.6	1	.	.	40	-8	.
CCOc1ccc(Nc2ncnc3c2cnn3-c2ccccc2)cc1	93	104	0.9	-1	94	106	11	-58	-8
COc1cccc(C2C(C(=O)c3cccs3)=C(O)C(=O)N2CCCn2ccnc2)c1OC (stereo not drawn)	.	.	0.2	0	.	.	77*	2	.
Cc1nc2sccn2c(=O)c1Cl	.	.	1	0	.	.	-4	-1	.
CC(C)CN(CCC(=O)O)CC(C)C	77	106	1.3	-2	98	110	-27	-14	-2
CCOC(=O)C1=C(C)NC2=C(C(=O)CCC2)C1c1cccs1 (stereo not drawn)	90	106	0.3	7	96	115	74*	-29	-4
COc1ccc(N(CC(=O)NC(C)C)S(=O)(=O)c2ccc(NC(C)=O)cc2)cc1	.	.	0.1	-1	.	.	88*	2	.
COc1ccc(C)cc1S(=O)(=O)Nc1cccc(SC)c1	83	96	0.8	-1	103	109	21	5	-4
Cc1noc(C)c1COC(=O)CCC(=O)c1ccc(F)cc1	98	109	0.7	2	113	93	30	5	-5
O=C(NC1CCCCC1)c1ccc(S(=O)(=O)N2CCOCC2)cc1	102	96	1	0	90	113	-3	2	-2
CC(C)CCNC(=O)CCNS(=O)(=O)c1ccc(Cl)cc1	100	95	.	.	106	121	.	.	-1
O=C(NCc1ccccn1)c1c(O)c2c([nH]c1=O)CCCC2	97	92	0.9	1	103	157[fluorescence artefact?]	12	-6	-14
Cc1cccc(NC(=O)c2ccc3ccccc3n2)c1C	78	100	1	18	90	98	-1	6	-6
Cc1c(Cl)cccc1NC(=O)CC(C(=O)O)C1CCCO1 (stereo not drawn)	104	101	1	-2	99	121	1	0	-8
CCOC(=O)c1c(NC(=O)CSc2nnc(-c3ccc(C)cc3)o2)sc(C(C)=O)c1C	.	.	0.8	-7	.	.	21	39	.
O=C(COc1cc(Cl)c(Cl)cc1Cl)NC(=O)NC1CCCC1	91	101	1.1	5	89	143[fluorescence artefact?]	-6	-12	-7
Cc1cc(C)n(C(=O)CNC(=O)c2cccs2)n1	97	104	0.8	0	94	89	18	-5	27[fluorescence artefact?]
O=C(Nc1ccc(NC(=O)C2CC2)nc1)c1ccco1	95	104	0.9	-7	100	105	6	-15	-7
COc1ccc(OC)c(S(=O)(=O)N2c3cc(F)ccc3CCC2C)c1 (stereo not drawn)	81	91	0.1	-8	92	124	88*	-3	-4
Cc1ccc(C(C)C)c(Oc2nnnn2-c2ccccc2)c1	30*	87	0.1	-4	84	104	91*	9	-17
N#CC1=C(N)OC2=C(C(=O)CCC2)C12CCN(C(=O)OCc1ccccc1)CC2	90	95	0	-2	98	119	99*	-9	3
CC(=O)N1CCN(C2=Nc3cccc4cccc2c34)CC1	91	96	1.1	1	106	105[fluorescence artefact?]	-14	12	-9[fluorescence artefact?]
c1csc(-c2nn3c(C4CCCCC4)nnc3s2)c1	85	98	.	.	102	110[fluorescence artefact?]	.	.	0
CC(C)Cn1c(=O)[nH]c2ccccc21	91	104	0.9	0	102	96	10	-9	-6
CCCc1cc(C(N)=O)c(NC(=O)C2CCCO2)s1 (stereo not drawn)	90	109	0.8	.	107	99[fluorescence artefact?]	18	.	5[fluorescence artefact?]
CC1(C(=O)NC2CCCC2)CCC(=O)N1Cc1ccccc1Cl (stereo not drawn)	93	92	0.9	0	91	111	14	-10	-4
COc1cccc(CNn2c(-c3cccc(C)c3)nc3ccccc3c2=O)c1	70	99	0	-5	86	91	98*	0	-3
O=C(O)CCC(=O)N1CCN(c2nc3ccccc3s2)CC1	85	111	1.2	-1	105	97	-22	11	-10
COc1ccc(OC)c(Nc2nc(-c3cccs3)cs2)c1	68	84	1	-2	79	110[fluorescence artefact?]	2	-35	0[fluorescence artefact?]
COc1ccc(CNC(=O)CSc2nnnn2Cc2ccccc2)cc1	48	105	0.2	-4	69	105	79*	-9	-33
N#Cc1c(NC(=O)CCC(=O)O)sc2c1CCCC2	98	92	1.1	6	104	97	-11	8	-20
COCCn1c(CN2CCN(c3ccc(OC)cc3)CC2)nc2c1c(=O)n(C)c(=O)n2C	85	101	1	0	107	115	3	-1	-26
CCCC(=O)NC(Nc1cc(C(F)(F)F)ccc1Cl)C(Cl)(Cl)Cl (stereo not drawn)	.	.	0.9	-2	.	.	14	-5	.
CC1CN(C(=O)Cn2cnc3c2c(=O)n(C)c(=O)n3C)CC(C)O1 (stereo not drawn)	100	102	1.1	0	96	114	-9	6	-5
N#Cc1c(/N=C/c2cc(Br)cs2)sc2c1CCC2	72	105	.	.	102	66	.	.	13
COc1ccc([N+](=O)[O-])cc1NC(=O)CC(C)c1ccccc1 (stereo not drawn)	.	.	0.3	-3	.	.	72*	-9	.
Cc1ccc(S(=O)(=O)N2CCOCC2)cc1C(=O)Nc1c(C)n(C)n(-c2ccccc2)c1=O	91	94	1	4	94	100	1	-2	-2
COc1ccc(Nc2nc(-c3sc(NC(C)=O)nc3C)cs2)cc1	13*	73	0.2	2	36	81[fluorescence artefact?]	82*	-2	19
CCCN(CCC)CCNC(=O)c1cc2c(=O)n(C)c3ccccc3c2n1C	76	83	1	4	83	98	4	-10	-5
CCOc1ccc2[nH]c(=O)c(CN(Cc3nnnn3CCc3ccccc3)CC3CCCO3)cc2c1 (stereo not drawn)	86	95	.	.	94	109	.	.	-2
Fc1cccc(Cl)c1Cn1nnc(-c2ccc(N3CCOCC3)cc2)n1	72	91	1	-2	70	100	-4	-30	-14
CC1CCN(S(=O)(=O)c2ccc(Br)s2)CC1	84	99	0	3	105	105	95*	-3	-33
COc1ccc(N/C(=N\c2nc(C)cc(C)n2)NC(=O)C(C)C)cc1OC	70	98	1	2	102	115	-1	-2	1[fluorescence artefact?]
Cc1ccccc1N1C(=O)c2cccc3c(N(C)CCO)ccc(c23)C1=O	89	97	0.5	-2	108	106	50*	-1	-4[fluorescence artefact?]
CCOC(=O)c1c(N)sc(=S)c2c1CCC2	97	96	1.1	-2	105	45[fluorescence artefact?]	-5	10	55*[fluorescence artefact?]
CC(=O)OC(C(=O)NCc1ccc2c(c1)OCO2)c1ccccc1Cl (stereo not drawn)	76	101	0.1	-4	93	105	93*	6	3
CC(=O)c1c(C)[nH]c(C(=O)OCC(=O)N2CCN(S(=O)(=O)c3ccc(C)cc3C)CC2)c1C	.	.	0.4	-2	.	.	61*	10	.
CCOC(=O)Cc1csc(NC(=O)c2ccc3c(c2)OCO3)n1	88	105	1	-1	104	102	4	-11	7
Cc1c(NS(C)(=O)=O)c(=O)n(-c2ccccc2)n1C	100	101	1.1	-2	96	104	-7	8	-9
CCN(CC)Cc1c(O)ccc2c(=O)c(-c3ccc4c(c3)OCCO4)coc12	86	100	1	-2	105	96	-4	6	3

(listing goes on)
SMILES	H69AR growth 86K	Fibroblast inh	CYP2C19 act	Mac1 fbg enh	HUVEC inhibit	ERa SRC1 pot	CYP2C19 inhib	CD11b adhes inh	ERa coact inh
CCCCn1c(N)c(-c2nc3ccccc3s2)c2c([N+](=O)[O-])nn(C)c(=O)c21	.	.	0.7	-2	.	.	29	2	.
Cc1[nH]c2ccc(-c3nnc(SCC(=O)N4CCCc5ccccc54)o3)cc2c1C	71	97	0.9	-7	62	139[fluorescence artefact?]	12	-20	8
Fc1ccccc1CSc1nc2ncc(Br)cc2[nH]1	77	98	0.1	1	78	103[fluorescence artefact?]	87*	-13	28
CC(C)(C)n1ncc2c(=O)n(CC(=O)N3CCc4ccccc43)cnc21	.	.	1.1	-4	.	.	-9	-3	.
COc1ccc(N(CC(O)CN2CCCCC2)S(=O)(=O)c2ccc(C)cc2)cc1 (stereo not drawn)	98	105	1.1	-3	96	139	-5	-8	-10
Cc1sc2nc(SCC(=O)c3cc(C)n(CC4CCCO4)c3C)n(C(C)C)c(=O)c2c1C (stereo not drawn)	49	91	0.2	20	77	85[fluorescence artefact?]	82*	2	-1[fluorescence artefact?]
Cc1c(C(=O)NCc2cccnc2)sc2nc(-c3ccccc3)cn12	103	106	.	.	67	92	.	.	-1
O=C(CSc1nc2ccccc2[nH]1)Nc1ccc(F)cc1	102	102	0.1	0	94	96	94*	3	3
CCCCOc1ccc(CN(C)c2ncnc(N)n2)cc1	35*	91	.	.	78	108	.	.	0
N#Cc1c(-c2ccccc2)nc2n(-c3ccccc3)nc(C(=O)Nc3ccccc3)n2c1=O	.	.	0.8	4	.	.	20	-4	.
C=CCn1c(SCc2nc3c(c(=O)[nH]c(=O)n3CCCC)n2CCC)nnc1-c1ccccc1	69	96	0.6	-3	108	89	44	-4	-13
Oc1ccc(-c2csc(Nc3cccnc3)n2)cc1	54	94	0.2	-1	85	94	78*	-18	12
Cc1ccc(S(=O)(=O)Nc2nc(C)c(NC(=O)OCCCl)s2)cc1	105	98	1	-4	95	101	4	-10	3
Cn1c(=O)[nH]c(=O)c2c1nc(CN1CCN(c3ccccc3F)CC1)n2CCCc1ccccc1	80	98	.	.	77	90	.	.	19
Cc1cc(C)cc(OCC(=O)Nc2ccccc2N2CCCCC2)c1	69	89	1	-1	98	117	-1	-2	2
COc1ccc(/C=C/C(=O)c2ccc(NC(=O)c3cccs3)cc2)cc1OC	.	.	0.7	23	.	.	34	13	.
CC1CCC(N2CC(=O)N(Cc3ccc4c(c3)OCO4)C(c3ccc(F)cc3)C2=O)CC1 (stereo not drawn)	100	91	0.8	1	104	99[fluorescence artefact?]	20	-4	-3
CCOc1ccccc1N1CCN(C(=O)C(F)(F)F)CC1	100	104	0.8	2	97	115	24	-30	6[fluorescence artefact?]
CC(C)C[C@@H]1NC(=O)N(CCN2CCOCC2)C1=O	80	103	1	2	100	127	-3	-3	-12
O=C(Cc1ccc(S(=O)(=O)N2CCOCC2)s1)NCC1CCCCC1	98	86	1.1	0	86	74	-7	-18	27
COc1ccc(C)cc1N(C)C(=O)c1coc(=O)c2ccccc12	95	99	0.8	1	101	96	16	23	-3
O=C(CN(c1ccc(Cl)cc1)S(=O)(=O)c1ccccc1)N1CCN(c2ccccc2)CC1	84	94	0	-4	79	63[fluorescence artefact?]	97*	-38	-8
Cc1cccc(NC(=O)CSc2ncnc3c2oc2ccccc23)c1	30*	89	0.6	4	76	395*[fluorescence artefact?]	38	4	50*[fluorescence artefact?]

A second format for some results above.
The line under a structure holds: H69AR growth 86K | Fibroblast inh | CYP2C19 act | Mac1 fbg enh | HUVEC inhibit | ERa SRC1 pot | CYP2C19 inhib | CD11b adhes inh | ERa coact inh
- Oc1ccc(-c2csc(Nc3cccnc3)n2)cc1
  54 | 94 | 0.2 | -1 | 85 | 94 | 78* | -18 | 12
- Fc1ccccc1CSc1nc2ncc(Br)cc2[nH]1
  77 | 98 | 0.1 | 1 | 78 | 103[fluorescence artefact?] | 87* | -13 | 28
